# Growth percent in the NCI-60 one-dose screen (48 h, 10 µM unless noted): 100 = growth as untreated, 0 = no growth, -100 = all killed.
# HCT-116 – HCT-116 colon cancer; AID 1794798; hit rate 7.3% among 82,000
# HCT-15 – HCT-15 colon cancer; hit rate 5.2% among 82,000
# NCI-H460 – NCI-H460 lung cancer. hit rate 6.8% among 82,000. AID 1794736
# NCI-H322M – NCI-H322M lung cancer; hit rate 2.7% among 80,000; AID 1794733
# COLO 205 – COLO 205 colon cancer | AID 1794742 | hit rate 7.3% among 79,000
# SW-620 – SW-620 colon cancer | hit rate 5.2% among 82,000 | AID 1794795
# HT29 – HT29 colon cancer. hit rate 7.4% among 81,000
# KM12 – KM12 colon cancer cells; hit rate 5% among 82,000
# NCI-H226 – NCI-H226 lung cancer. hit rate 3.5% among 79,000
# The depositor's hits bear a star; / = not tested or not shown; & = joins results of further samples; ! = a repeat was not active. How the source made its calls: active means growth percent below 10; inactive means the rest.
SMILES,HCT-116,HCT-15,NCI-H460,NCI-H322M,COLO 205,SW-620,HT29,KM12,NCI-H226
CC1(C)C2CC1C1(/C=N/NC(N)=S)C(C2)C(C#N)(C#N)C1(C#N)C#N (stereo not drawn),41,28,99,98,65,50,61,96,109
CC(=O)O[C@H]1CC[C@@]2(C)[C@@H](CC[C@@H]3[C@@H]2CC(=O)[C@]2(C)[C@@H]4[C@H](C[C@@H]32)O[C@]2(CC[C@@H](C)CO2)[C@H]4C)C1,107,99,111,114,106,111,109,105,/
O=C(CCCl)OCCOc1ccccc1,118,105,104,97,103,107,102,102,104
COc1cc(C2c3cc4c(cc3C(OC(=O)C[n+]3ccccc3)C3COC(=O)C23)OCO4)cc(OC)c1OC (stereo not drawn),5.1*,4.2*,4.9*,33,-56*,21,4.7*,-8.7*,22
COc1ccc(/C=C2/N=C(c3cnccn3)N(c3cccc4cccnc34)C2=O)cc1,104,99,99,90,101,85,113,98,83
FC(F)(F)Oc1cccc(-c2cc(NCCCCCCNc3cc(-c4cccc(OC(F)(F)F)c4)nc4ccc(N5CCCC5)cc34)c3cc(N4CCCC4)ccc3n2)c1,-67*,-58*,-52*,-79*,-52*,-79*,-28*,-90*,68
N[C@@H](CCCCNCC(=O)O)C(=O)O,106,99,103,110,111,101,116,101,98
COc1cc(OC)c(S(=O)(=O)NNC(=O)c2ccncc2)cc1C(=O)/C=C/c1ccc2c(c1)OCO2,86,98,87,88,130,104,120,96,114
O=C(NC1CC1)c1ccc(-c2nc3ccccc3s2)s1,106,94,108,99,101,106,106,112,90
O=C1C2CC(O)Cc3cc(Br)ccc3N2C(=O)CN1CCO (stereo not drawn),85,105,104,107,106,100,100,103,97
CN(C)CC(O)(C(=O)O)C(=O)O,102,98,100,114,105,99,96,106,100
CC(C)(C)OC(=O)N1CCc2c(sc3ncnc(Nc4ccc(NC(=O)Nc5ccc(Cl)cc5)cc4)c23)C1,91,97,85,85,77,87,78,88,72
C[Si](C)(CI)O[Si](C)(C)CI,103,102,105,79,109,102,101,105,109
CC(=O)CC(=O)NCCN1CCN=C1C,95,101,100,126,105,89,102,86,105
COc1ccc2c(c1)O/C(=C/c1ccc(OCC(=O)Nc3ccc(S(=O)(=O)N=C(N)N)cc3)c(OC)c1)C2=O,85,100,96,99,111,95,110,93,89
S=C(Nc1ccccc1)c1ccccn1,93,97,100,101,68,90,86,100,95
CCOC(=O)c1c(Nc2ccc(S(=O)(=O)Nc3ncccn3)cc2)nnc(-c2ccccc2)c1-c1ccccc1,98,106,111,/,112,107,114,109,97
O=C1C2C3CC4C5C3C1C5C1(SCCS1)C42 (stereo not drawn),95,105,102,96,104,101,97,99,100
N#Cc1c(NCc2ccc(F)cc2)oc(-c2ccccc2)c1-c1ccccc1,69,95,129,/,99,105,95,101,90
CC(=O)CCC(=O)OCc1cc(=O)c(O)co1,97,98,112,98,125,97,101,94,109
Clc1cc(Cl)c2c(c1)CN(Cc1ccccc1)CO2,103,102,111,106,115,104,99,104,98
COc1ccc(/C=N/NC(=O)c2cnn3c2NC(c2ccccc2)C3)cc1Oc1ccccc1 (stereo not drawn),43,60,65,78,79,84,54,66,91
Cc1ccc2nc(COc3ccc(C(=O)NNC(=S)NCCc4ccccc4)cc3)[nH]c2c1,57,100,60,52,144,96,112,63,47
Cc1ccc2[nH]c(-c3ccc(S(C)(=O)=O)cc3)c(/C=N/N=C(N)N)c2c1,24,35,38,79,49,36,17,46,77
NNC(=O)c1cc2ccccc2cc1O,89&98,94&97,108&105,82&83,105&110,104&102,106&107,100&106,88&96
N#Cc1nc(-c2ccccc2)oc1S(=O)(=O)N1CCOCC1,20,-15*,109,100,0.1*,57,100,98,102
O=C1N(Cc2ccccc2)c2ccccc2C12Nc1ccccc1-c1ccnn12 (stereo not drawn),88,78,107,96,111,100,98,100,86
CCCCCc1[nH]c(=O)[nH]c(=O)c1Br,104,96,107,/,102,107,105,104,102
CCOP(=O)(OCC)c1nc(-c2ccccc2)oc1N(C)CCCOS(C)(=O)=O,105,101,128,101,128,106,112,112,107
O=Cc1cccc(Cl)c1Cl,92,99,101,102,108,105,101,113,104
Cc1ccccc1NC(=S)Nc1ccccn1,100,101,104,89,/,106,101,106,92
O=C(Nc1ccccc1)C1(C(=O)Nc2ccccc2)SSC(C(=O)Nc2ccccc2)(C(=O)Nc2ccccc2)SS1,118,100,104,115,102,109,106,107,103
Cc1cc(C)c(SSc2c(C)cc(C)cc2C)c(C)c1,101,98,84,99,108,85,104,106,103
COc1ccc(-c2cn(-c3ccc(Cl)cc3)c(SCC(=O)c3ccc([N+](=O)[O-])cc3)n2)cc1,75,93,91,81,110,86,90,95,91
CC(=O)c1ccc(N=C2N=c3ccccc3=C/C2=C\c2sc(=O)[nH]c2O)cc1,45,53,62,77,105,34,83,69,/
CCNCCOc1ccc(/C(=C(/CC)c2ccc(Cl)cc2)c2ccc(OCCCN(C)C)cc2)cc1,-72*,-85*,-74*,-95*,-82*,-62*,-36*,-85*,-66*
CC[C@H](c1cc(C)c(O)c(C)c1)[C@@H](CC)c1ccc(O)cc1,89,91,99,107,110,96,127,102,94
O=C(Nc1nonc1-c1ccccc1)c1ccc([N+](=O)[O-])cc1,83,75,61,85,115,89,104,89,90
Cc1ccccc1OCCSc1nc2ccc(NC(=O)c3cccs3)cc2s1,89,94,108,110,111,108,96,93,/
Br/C=C/c1ccccc1,101,108,103,97,107,105,117,110,100
CCOC(=O)c1cc2c(n1Cc1cc(OC)cc(OC)c1Br)-c1nc(NC(C)=O)sc1CCC2,78,83,82,80,82,81,63,68,71
CN1C(=O)CCC1C(=O)NCc1cccc(C(F)(F)F)c1Cl (stereo not drawn),102,103,109,110,109,101,100,116,93
COc1cc(/C=C2\CCCC3C2=Nc2ccccc2NC3c2cc(OC)c(OC)c(OC)c2)cc(OC)c1OC (stereo not drawn),-58*,6.1*,-12*,/,0.2*,5.7*,-3.9*,-65*,-38*
[S-]c1n[n+](-c2ccccc2)c(-c2ccccc2)s1,104,108,115,98,127,111,96,102,119
COc1ccc2c(c1)c(-c1nc(-c3c[nH]c4ncccc34)cs1)cn2CCCN1CCOCC1,25,14,26,42,-38*,21,-13*,17,45
C=C(CBr)[C@@H]1CC[C@]2(COC(C)=O)CC[C@]3(C)[C@H](CC[C@@H]4[C@@]5(C)CCCNC(C)(C)[C@@H]5CC[C@]43C)[C@@H]12,15,25,17,83,48,31,29,42,77
CN(C)c1nc(-c2ccccc2)c(/C=C2\SC(=S)N(CCCC(=O)O)C2=O)s1,110,86,99,102,135,103,111,86,89
COc1cc(/C=C2\C(=O)NC(=O)N(c3ccc(Cl)cc3)C2=O)ccc1O,102,112,115,97,116,110,117,109,110
CC(=O)c1ccc2c(c1)N(CCCN1CCN(CCO)CC1)c1ccccc1S2,-12*!,-17*!,-11*!,47&99,-83*!,-52*!,-23*!,2.3*!,68&84
CCCCn1c(=O)[nH]c2c(c1=O)C(c1ccc(Cl)cc1)c1c([nH]c(=O)n(CCCC)c1=O)N2,97,96,106,92,105,101,97,102,96

# Rewritten bar-delimited: part of the list above.
Molecule | HCT-116 | HCT-15 | NCI-H460 | NCI-H322M | COLO 205 | SW-620 | HT29 | KM12 | NCI-H226
N[C@@H](CCCCNCC(=O)O)C(=O)O | 106 | 99 | 103 | 110 | 111 | 101 | 116 | 101 | 98
COc1cc(OC)c(S(=O)(=O)NNC(=O)c2ccncc2)cc1C(=O)/C=C/c1ccc2c(c1)OCO2 | 86 | 98 | 87 | 88 | 130 | 104 | 120 | 96 | 114
O=C(NC1CC1)c1ccc(-c2nc3ccccc3s2)s1 | 106 | 94 | 108 | 99 | 101 | 106 | 106 | 112 | 90
O=C1C2CC(O)Cc3cc(Br)ccc3N2C(=O)CN1CCO (stereo not drawn) | 85 | 105 | 104 | 107 | 106 | 100 | 100 | 103 | 97
CN(C)CC(O)(C(=O)O)C(=O)O | 102 | 98 | 100 | 114 | 105 | 99 | 96 | 106 | 100
CC(C)(C)OC(=O)N1CCc2c(sc3ncnc(Nc4ccc(NC(=O)Nc5ccc(Cl)cc5)cc4)c23)C1 | 91 | 97 | 85 | 85 | 77 | 87 | 78 | 88 | 72
C[Si](C)(CI)O[Si](C)(C)CI | 103 | 102 | 105 | 79 | 109 | 102 | 101 | 105 | 109
CC(=O)CC(=O)NCCN1CCN=C1C | 95 | 101 | 100 | 126 | 105 | 89 | 102 | 86 | 105
COc1ccc2c(c1)O/C(=C/c1ccc(OCC(=O)Nc3ccc(S(=O)(=O)N=C(N)N)cc3)c(OC)c1)C2=O | 85 | 100 | 96 | 99 | 111 | 95 | 110 | 93 | 89
S=C(Nc1ccccc1)c1ccccn1 | 93 | 97 | 100 | 101 | 68 | 90 | 86 | 100 | 95
CCOC(=O)c1c(Nc2ccc(S(=O)(=O)Nc3ncccn3)cc2)nnc(-c2ccccc2)c1-c1ccccc1 | 98 | 106 | 111 | / | 112 | 107 | 114 | 109 | 97
O=C1C2C3CC4C5C3C1C5C1(SCCS1)C42 (stereo not drawn) | 95 | 105 | 102 | 96 | 104 | 101 | 97 | 99 | 100

# Further compounds follow.
SMILES,HCT-116,HCT-15,NCI-H460,NCI-H322M,COLO 205,SW-620,HT29,KM12,NCI-H226
O=C1C=CC(=O)C(c2ccc(Cl)cc2)=C1,104,89,109,100,109,100,102,95,130
CC1(C)C(=O)CC[C@]2(C)[C@H]3C(=O)C=C4[C@@H]5C[C@@](C)(C(=O)N6CCNCC6)CC[C@]5(C)CC[C@@]4(C)[C@]3(C)CC[C@@H]12,100,102,106,108,113,110,102,107,102
COc1ccc(-c2cc(=O)c3ccc4ccccc4c3o2)cc1OC,/,56,54,81,78,72,63,65,65
COc1cc(NC(=O)c2ccc(C)cc2)ccc1C(=O)NC(=S)Nc1ccc(S(N)(=O)=O)cc1,94,91,98,95,110,99,95,94,101
CC1=CC(=C(c2ccc(N)c(S(=O)(=O)O)c2)c2ccc(N)c(S(=O)(=O)O)c2)C=C(S(=O)(=O)O)C1=N,96,100,110,109,104,110,94,105,97
CC(=O)Nc1c(Cl)cc(Cl)c2c1Cc1cc([N+](=O)[O-])ccc1-2,46,90,87,99,93,81,81,86,113
COc1ccc(C2c3sc4c(C)cccc4c3Oc3nc(CC(=O)Nc4ccccc4)[nH]c(=O)c32)cc1 (stereo not drawn),74,52,87,95,106,75,94,93,66
CN(C(=O)c1cc2ccccc2[nH]1)c1ccccc1C(=O)O,98,99,101,93,116,90,101,98,89
Cc1cccc(N=Nc2cccc(C)c2)c1,111,96,102,98,111,106,102,110,100
CN1CCN(C(=S)SCC(=O)NC(=O)c2ccccc2)CC1,100,96,102,103,123,91,99,96,106
COCCCNc1nc(NC(=O)c2ccc(F)cc2Cl)cc(-c2cccnc2)n1,99,97,98,102,118,96,128,110,104
CC[C@H](CC[C@@H](C)[C@H]1CC[C@H]2[C@@H]3CC[C@@H]4CC(=O)/C(=C\c5ccncc5)C[C@]4(C)[C@H]3CC[C@]12C)C(C)C,103,102,109,98,107,102,103,102,103
CS(=O)(=O)c1ccc(/C(=N/N=C(N)N)c2ccccc2)cc1,102,102,108,105,102,103,104,102,106
CCN(CC)CCCC(C)Nc1nc(-c2ccccc2)nc2ccccc12 (stereo not drawn),96,86,117,91,99,112,88,95,91
COc1cc(-c2nn(C(C)(C)C)cc2-c2ccnc(NCCCNS(=O)(=O)c3ccc(C)cc3)n2)ccc1F,62,62,81,80,115,97,75,77,81
O=C(Cc1ccc(CCC(=O)c2ncc[nH]2)cc1)Nc1ccccc1,102,86,98,81,103,102,107,87,90
Cn1c(=O)[nH]c2nc(SCC(=O)Nc3ccc(C(=O)/C=C/c4ccccc4)cc3)[nH]c2c1=O,95,100,104,99,112,98,102,81,95
COc1ccc2nc(-c3ccc(Cl)cc3)cc(C(=O)O)c2c1,99,94,106,99,114,100,103,98,79
N#CSCc1cc(Cl)c(CSC#N)cc1Cl,35,32,75,112,62,21,41,85,73
COc1cc(-c2cc(-c3ccccc3)nc3nc(N)[nH]c(=O)c23)ccc1Oc1ccnc2cc(Cl)ccc12,88,96,110,108,111,116,91,90,89
COC(=O)C1=C(C(=O)ONCCN(C)C)C2C=CC1(C(Cc1ccccc1)Nc1ccc(F)cc1)O2 (stereo not drawn),-49*,48,113,93,-15*,52,75,95,108
COc1cc(C)c(N)cc1N,104,112,110,80,106,97,106,100,100
Nc1ncnc2c1N=C1c3ccccc3CCC1C(c1ccc(Cl)cc1)N2 (stereo not drawn),38,71,71,64,74,87,62,67,58
CC(C)C(=O)c1ccco1,91,104,104,112,100,105,101,109,99
CCSC1OC(C(COC(C)=O)OC(C)=O)C(OC(C)=O)C1NC(C)=S (stereo not drawn),94,109,106,108,119,103,108,111,114
OCC[C@H]1C[C@@H]1/C=C/c1ccccc1,93,104,107,108,112,97,100,106,99
COc1c2c(c(OC)c3c1OCO3)C(c1ccc(Br)cc1)=NC(C)C2 (stereo not drawn),71,85,95,83,97,78,67,77,77
CS(=O)(=O)c1ccc(C(=O)N/N=C/c2ccc(Cl)cc2Cl)cc1,96,103,106,97,110,106,89,100,86
COc1ccc(/C=C2\CN(C)CC3=C2Nc2nc(SC)[nH]c(=O)c2C3c2ccc(OC)cc2)cc1 (stereo not drawn),86,92,105,96,117,98,99,102,91
O=C(c1ccc(Cl)cc1)C1[C@H](c2ccc(Cl)cc2)[C@@H](c2ccccc2)NC12C(=O)Nc1ccccc12 (stereo partly drawn),26,35,33,65,73,54,15,31,54
O=C(O)c1cc(F)ccc1O,93,107,110,91,116,104,89,99,110
C=CCCCOC1[C@H](OCc2ccccc2)C(OCc2ccccc2)C(OC)O[C@@H]1CNC(=O)c1ccccc1 (stereo partly drawn),58,83,80,89,109,86,82,91,74
O=C(NN1C(=O)CCC1=O)c1ccc(Nc2ncnc3c2cnn3-c2cccc(F)c2)cc1,103,105,111,105,111,107,98,114,93
O=C(O)CCN1C(=O)/C(=C/C(Cl)=C/c2ccccc2)SC1=S,-19*,-50*,17,61,13,7.8*,10,15,24

# Source: PubChem
